# PDI inh – inhibitors of human PDI, primary screen, biochemical, turbidity, single point, plate reader; Protein disulfide-isomerase (Homo sapiens), P07237; PDI insulin aggregation turbidity, A650, 90 min; inhibition, % at 10 µM; hit rate 0.052% among 350,000; AID 588391, 2011;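 active means mean inhibition across replicates of 30% or more, whatever share of single replicates reach that level; inconclusive means mean inhibition below 30% while every single replicate reaches 30%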;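 further: absorbance from insulin aggregation driven by PDI reduction with DTT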
# CaV13 FRET inh – Disruptors of the CACNA1D IQ motif to Ca2+-dependent inactivation inhibitor domain association, primary screening, Förster resonance energy transfer in intact living …; HEK cells, CFP/YFP FRET ICDI-IQ, plate reader, 10 min; percent FRET-ratio fall versus neutral wells; inhibition, % at 12.3 µM; hit rate 0.098% among 340,000; AID 743397;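 active means mean replicate inhibition of at least 30% and at least 1% of replicates passing that level; inconclusive means only one of the two criteria is met; inactive means neither criterion is met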;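 further: 0% = median of the neutral control wells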
# Cardio protect – cardioprotection against H2O2-induced cell death, primary screen, uHTS, H9c2 cells, ATPLite luminescence. H9c2 cardiomyocytes, H2O2 injury protection, 2 h. AID 588492, 2011. hit rate 0.63% among 360,000. protection from H2O2 cell death, % at 20 µM;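 active means compounds giving at least 50% protection of heart cells from peroxide-induced death in the single-dose screen, raw or plate-pattern-corrected value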;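 further: 0% = DMSO wells with peroxide and 100% = DMSO wells without peroxide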
# MC4R antagonist – MC4R antagonists of cAMP signaling, primary screen, cell-based, TR-FRET, antagonist arm of biased-ligand search; Melanocortin receptor 4 (Homo sapiens), P32245; MC4R-expressing cells, MTII-stimulated cAMP, LANCE TR-FRET; inhibition, % at 6.5 µM; hit rate 0.48% among 360,000;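 active means inhibition above its plate's cutoff, the mean of tested wells on that plate plus 3 SD, cut at about 29% in these data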;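 further: 0% = Melanotan II alone and 100% = Melanotan II plus saturating MCL0020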
#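 System: U2OS cells stably expressing human melanocortin 4 receptor (MC4R). Reagent: Melanotan II challenge after compound preincubation. Doses: 6.5 µM. Times: 30-min compound, 1-h challenge, 1-h detection, room temperature. Measured by: TR-FRET with Eu-cAMP and labeled anti-cAMP, 671 nm. Replicates: singlicate.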
# Vif imaging – HIV Vif self-association inhibitors, primary screen, imaging, HEK293T, single point. HEK293T cells, Vif self-association by quenched fluorescence, 24 h. inhibition, % at 7.49 µM. hit rate 0.35% among 340,000; in the data active means inhibition above about 50%, passing the limit was not always enough; inconclusive means no clear call, values can overlap the other calls; inactive means below about 31%; further: some results filed as inactive read as strong as hits
# MC4R barr agon – MC4R agonists recruiting beta-arrestin, primary screen, cell-based, luminescence, agonist arm of biased-ligand search; activation, % at 8.9 µM; U2OS MC4R beta-arrestin complementation; percent of melanotan II response, DMSO zero; Melanocortin receptor 4 (Homo sapiens), P32245; hit rate 0.98% among 360,000;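 active means activation above a per-plate cutoff, the mean activation of sample wells on that plate plus 3 SD, cut at about 8% in these data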
# N-glyco inh – increase of ERlucT glycosylation luciferase signal, primary screen, N-linked glycosylation inhibitor project, D54 ERlucT cells, luminescence, set 2; D54 ERlucT glycosylation luciferase reporter, 24 h; percent of 100 nM tunicamycin response; reporter increase, % at 12.5 µM; hit rate 0.23% among 360,000; AID 588692, 2011;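 active means mean luciferase reporter signal, scaled so untreated is 0 and the glycosylation-blocking control 100, at or above a set limit in every replicate; inconclusive means mean reaches the limit but not every replicate does; inactive means mean below the limit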;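 further: luciferase carries N-glycosylation sites so blocking glycosylation raises the light; 0% = median of neutral control wells and 100% = median of 100 nM tunicamycin wells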
# m5-HT2A agonist – mouse Htr2a agonists via beta-arrestin recruitment, primary screen, cell-based, luminescence | 5-hydroxytryptamine receptor 2A (Mus musculus), P35363 | CHO-K1 mHTR2A beta-arrestin complementation; percent of 30 µM serotonin response | activation, % at 7.6 µM | hit rate 0.66% among 360,000 | AID 624169, 2012;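 active means activation above a run cutoff, the mean activation of all tested compounds plus 3 SD, cut at about 14% in these data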;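 further: 0% = plate median of compound wells and 100% = 30 µM serotonin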
# aDG glyco act – activators of alpha-DG glycosylation, primary screen, uHTS, Pro5-aDG cells, AlphaScreen; alpha-DG glycosylation AlphaScreen (IIH6); 0% Pro5, 100% B10-LARGE cell signal; activation, % at 10 µM; hit rate 0.22% among 360,000; AID 624168, 2012;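 active means activation of at least 8% versus controls, or a plate z-score of at least 8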;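 further: Pro5 are CHO cells carrying HIG-tagged alpha-DG that lacks glycosylation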
# ABCB6 inh MLPCN – ABCB6 transporter inhibitors, primary screen, K562-ABCB6 cells, flow cytometry, MLPCN library | ATP-binding cassette sub-family B member 6 (Homo sapiens), Q9NP58 | K562-ABCB6 porphyrin accumulation, 1 h; active compounds read low | fluorescence ratio to DMSO, % at 10 µM | hit rate 0.19% among 360,000 | AID 602162, 2011;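 active means fluorescence ratio to DMSO below 75%, the collection mean minus 3 SD; inconclusive means too few cells collected in the well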;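 further: signal is porphyrin accumulated inside mitochondria; 100% equals median channel fluorescence of DMSO control wells; lower ratio means ABCB6 inhibition with less porphyrin fluorescence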
# Target sequence (Q9NP58 whole entry, looked up): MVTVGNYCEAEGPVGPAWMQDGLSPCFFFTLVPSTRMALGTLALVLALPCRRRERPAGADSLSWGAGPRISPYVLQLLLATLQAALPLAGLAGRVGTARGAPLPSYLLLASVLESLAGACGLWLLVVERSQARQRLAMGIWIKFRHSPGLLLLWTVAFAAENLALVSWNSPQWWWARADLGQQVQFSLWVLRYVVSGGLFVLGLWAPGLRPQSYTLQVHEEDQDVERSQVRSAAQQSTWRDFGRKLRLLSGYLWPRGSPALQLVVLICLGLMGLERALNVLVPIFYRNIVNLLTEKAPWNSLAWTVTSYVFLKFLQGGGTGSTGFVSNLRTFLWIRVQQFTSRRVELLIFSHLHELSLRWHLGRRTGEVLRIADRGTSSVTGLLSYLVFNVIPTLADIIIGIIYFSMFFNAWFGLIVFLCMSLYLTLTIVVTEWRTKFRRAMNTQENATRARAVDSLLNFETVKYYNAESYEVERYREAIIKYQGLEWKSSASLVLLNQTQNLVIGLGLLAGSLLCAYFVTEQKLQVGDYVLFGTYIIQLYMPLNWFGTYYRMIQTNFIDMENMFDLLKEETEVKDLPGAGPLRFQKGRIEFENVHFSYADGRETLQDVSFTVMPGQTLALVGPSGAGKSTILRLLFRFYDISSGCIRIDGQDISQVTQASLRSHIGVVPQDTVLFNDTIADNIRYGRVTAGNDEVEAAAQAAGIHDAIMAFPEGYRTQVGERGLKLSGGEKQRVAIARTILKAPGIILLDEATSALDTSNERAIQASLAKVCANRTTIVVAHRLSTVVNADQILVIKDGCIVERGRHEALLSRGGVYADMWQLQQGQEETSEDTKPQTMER
# An asterisk follows results filed as active; ? = inconclusive; . = no result given.
1: Cc1cc(S(=O)(=O)Nc2ccc(C(=O)NCc3cccnc3)cc2)ccc1F
2: Cc1cc(SCn2nnc3ccccc3c2=O)nc2ccccc12
3: C(=N\N1CCN(c2ccccn2)CC1)/c1cccc2ccccc12
4: COc1ccc(NC(=O)N2CCNC(=O)C2CC(=O)Nc2ccc(F)cc2)cc1 (stereo not drawn)
5: CCOC(=O)Nc1nc(C)c(C(=O)c2ccc(Cl)cc2)s1
6: Cc1cc(NC(=O)c2ccc(S(=O)(=O)N(C)C)cc2)n(-c2ccccn2)n1
7: CCCC1C2C(=O)N(c3ccccc3OCC)C(=O)C2ON1c1ccccc1 (stereo not drawn)
8: O=C(CN1C(=O)S/C(=C\c2ccccc2Cl)C1=O)NCCCn1ccnc1
9: COc1cccc(/C=C/C(=O)c2ccc3c(c2)OCCO3)c1OC
10: N#CCCN(C(=O)CN1c2cccc3cccc(c23)S1(=O)=O)c1ccccc1

assay / compound,1,2,3,4,5,6,7,8,9,10
PDI inh,-4,-8,0,3,-15,-4,-5,3,-4,-3
CaV13 FRET inh,-1,.,-4,.,-5,-3,-4,-4,-3,-5
Cardio protect,7,-1,-1,9,4,6,2,2,-12,16
MC4R antagonist,-2,1,-4,-2,0,16,5,-3,-1,3
Vif imaging,0,1,1,.,10,5,23,0,-1,-6
MC4R barr agon,-0.8,3.4,-0.1,-1.0,5.2,-1.9,-2.2,0.5,0.8,-1.5
N-glyco inh,-1,-5,0,.,1,0,1,0,-1,-1
m5-HT2A agonist,1,1,-6,8,9,-4,-1,-3,2,-5
aDG glyco act,-0.3,1.4,-0.3,0.2,-0.1,-0.5,-0.1,-0.1,0.1,0.1
ABCB6 inh MLPCN,97,101,98,93,103,98,99,103,105,93

11: Cc1nc2nc(-c3ccc(Cl)cc3)cn2nc1C
12: CC(C)(O)CC[C@@H](O)[C@](C)(O)C1CC[C@@]2(O)C3=CC(=O)[C@@H]4C[C@@H](O)[C@@H](O)C[C@]4(C)C3CC[C@]12C (stereo partly drawn)
13: COCc1ccc(CN2CCCC(CCC(=O)NCc3cccc(OC)c3)C2)o1 (stereo not drawn)
14: O=C1/C(=C/c2ccccc2O)SC(=S)N1Cc1cccnc1
15: CC1(C)CC2(CC(C)(C(=O)CSc3nc4ccccc4s3)OC2=O)C(=O)O1 (stereo not drawn)
16: COC(=O)c1[nH]nc(-c2ccccc2)c1-c1ccccc1
17: COc1ccccc1NC(=O)Cn1nc(C(F)(F)F)c2c1CCCC2
18: COc1ccccc1CNCc1cc(OC)c(OC)cc1OC
19: CCOc1ccc(NC(=O)CN(c2ccc(OC)c(OC)c2)S(=O)(=O)c2ccc(C)cc2)cc1
20: COc1ccc(OC(C)C(=O)N(C)Cc2nc(-c3ccc(C)cc3)no2)cc1 (stereo not drawn)

assay / compound,11,12,13,14,15,16,17,18,19,20
PDI inh,4,5,-1,-5,-16,-4,6,5,-35,8
CaV13 FRET inh,0,-11,-5,-19,-5,-4,.,-7,-3,-2
Cardio protect,-20,2,10,-6,2,-1,4,4,0,-6
MC4R antagonist,4,-1,-1,-6,0,5,4,6,6,14
Vif imaging,-2,-3,-3,18,2,-3,-4,-15,-1,4
MC4R barr agon,-1.2,-1.9,-2.0,2.3,1.7,0.2,-0.9,-3.0,-0.7,-1.0
N-glyco inh,-14,3,-1,9,3,2,-4,-1,-2,-1
m5-HT2A agonist,-3,4,1,1,1,2,1,-1,-6,-6
aDG glyco act,0.2,0.1,1.8,-0.4,0.1,1.1,0.7,0.3,-0.1,0.0
ABCB6 inh MLPCN,97,96,92,84,100,92,97,97,98,89

21: COc1ccc(C(CNC(=O)c2cccc(NC(=O)c3cccs3)c2)N2CCCC2)cc1 (stereo not drawn)
22: Cc1ccc(C(=O)Nc2ccc(S(=O)(=O)N3CCOCC3)cc2)cc1C
23: COc1cc(/C=C2\SC(=S)N(CCC(=O)Nc3cccc(O)c3)C2=O)cc(OC)c1OC
24: O=C(Nc1ccc2c(c1)CCC2)c1cccc(F)c1
25: COc1ccc(CNc2nc3ccccc3n2Cc2ccc(Cl)cc2)cc1OC
26: O=C(COc1ncnc2ccccc12)N1CCN(C(=O)c2ccco2)CC1
27: CNc1c(NS(=O)(=O)c2cc(OC)ccc2OC)c(=O)oc2ccccc12
28: CCCc1c(C(=O)N/N=C/c2ccncc2)nnn1-c1nonc1N
29: CCCc1ccc(OCc2ccc(C(=O)OC)o2)c(OC)c1
30: CC(=O)Nc1ccc2nc(-c3cccs3)[nH]c2c1

assay / compound,21,22,23,24,25,26,27,28,29,30
PDI inh,-2,-3,1,-7,-2,-6,-8,4,7,-9
CaV13 FRET inh,-2,-1,-27,-3,-5,.,-7,-13,-5,.
Cardio protect,9,2,67*,-6,-15,1,28,-6,-3,-30
MC4R antagonist,-6,1,16,10,5,3,2,11,10,2
Vif imaging,0,14,-2,-2,-3,12,4,15,-8,-17
MC4R barr agon,-1.8,0.3,0.0,-1.3,-1.4,-0.9,0.5,-0.7,-0.5,-1.5
N-glyco inh,2,0,-7,-6,-4,2,2,1,-3,3
m5-HT2A agonist,-6,-6,2,6,-3,11,0,0,2,5
aDG glyco act,0.6,-0.1,0.0,0.0,2.8,-0.1,-0.1,0.1,0.1,-0.1
ABCB6 inh MLPCN,97,103,96,94,103,107,90,91,106,95

# Some of these compounds in order of the MC4R antagonist value, falling.
cpd	smiles	MC4R antagonist
26	O=C(COc1ncnc2ccccc12)N1CCN(C(=O)c2ccco2)CC1	3
27	CNc1c(NS(=O)(=O)c2cc(OC)ccc2OC)c(=O)oc2ccccc12	2
15	CC1(C)CC2(CC(C)(C(=O)CSc3nc4ccccc4s3)OC2=O)C(=O)O1 (stereo not drawn)	0

# Next entries.
31: CCOC(=O)CSCC(=O)N1N=C(c2cccs2)CC1c1ccc(F)cc1 (stereo not drawn)
32: CC(=O)Nc1ccc(N=Cc2c(O)c3ccccc3oc2=O)cc1
33: CCCCN(C(=O)CSc1nnc(Nc2ccc(C)c(C)c2)s1)c1c(N)n(Cc2ccccc2)c(=O)[nH]c1=O
34: CCOc1ccc(Cc2nn[nH]n2)cc1
35: CC1CCN(c2nc3nonc3nc2N2CCC(C)CC2)CC1
36: C[C@H](CO)N1C[C@H](C)[C@H](CN(C)S(C)(=O)=O)Oc2c(cccc2N(C)C)C1=O
37: Cc1cc(NC(=O)NC(=O)c2cccc(OC(F)(F)C(F)F)c2)n[nH]1
38: O=C(C1CCOCC1)N1CCC(CO)(CCc2ccccc2)CC1
39: Cc1ccc2c(c1)CCCN2C(=O)c1c(C)noc1C
40: N#Cc1c(N)nc2c(c1-c1cccc(O)c1)CCCCCC2

assay / compound,31,32,33,34,35,36,37,38,39,40
PDI inh,3,0,0,-18,-14,-2,-4,3,6,-3
CaV13 FRET inh,-7,-18,-1,0,-7,-10,-4,-4,-5,-13
Cardio protect,-2,11,-25,5,-5,-3,1,-5,-1,-3
MC4R antagonist,11,-1,13,1,2,7,0,5,15,1
Vif imaging,2,7,9,9,-7,.,-5,3,-4,.
MC4R barr agon,-1.5,-1.7,-1.7,-0.6,-0.3,0.3,-0.3,0.5,0.7,-1.0
N-glyco inh,5,-1,-1,1,-4,2,3,1,1,5
m5-HT2A agonist,0,2,6,6,-2,8,-1,1,5,0
aDG glyco act,0.0,0.1,0.1,0.3,0.4,-0.1,0.5,-1.1,0.0,-0.1
ABCB6 inh MLPCN,97,95,85,95,108,93,91,105,101,95

# 3 entries drawn at random from those above:
35: CC1CCN(c2nc3nonc3nc2N2CCC(C)CC2)CC1
32: CC(=O)Nc1ccc(N=Cc2c(O)c3ccccc3oc2=O)cc1
33: CCCCN(C(=O)CSc1nnc(Nc2ccc(C)c(C)c2)s1)c1c(N)n(Cc2ccccc2)c(=O)[nH]c1=O

assay / compound,35,32,33
PDI inh,-14,0,0
CaV13 FRET inh,-7,-18,-1
Cardio protect,-5,11,-25
MC4R antagonist,2,-1,13
Vif imaging,-7,7,9
MC4R barr agon,-0.3,-1.7,-1.7
N-glyco inh,-4,-1,-1
m5-HT2A agonist,-2,2,6
aDG glyco act,0.4,0.1,0.1
ABCB6 inh MLPCN,108,95,85

# Next part.
41: CCOC(=O)C1(C)CCCN(C(=O)c2ccc(F)c(Cl)c2)C1 (stereo not drawn)
42: O=C(c1nc2nc(-c3ccccc3)cc(C(F)(F)F)n2n1)N1CCCCC1
43: Cc1nn(C(C)(C)C)c(OC(=O)c2ccc3c(c2)OCO3)c1Sc1ccccc1
44: CC(=O)N1CCc2ccc(S(=O)(=O)Nc3ccccc3Cl)cc21
45: CC(=O)OC1CCC2(C)C(CCC3C2CC(=NO)C2(C)C(C(C)OC(C)=O)CCC32)C1 (stereo not drawn)
46: Cc1ccc(NC(=O)C2CCN(C(=O)c3cccs3)CC2)c(C)c1
47: O=C(CSCc1ccccc1Cl)NCCSc1ccccn1
48: CCOc1ccccc1-c1nnc(SCC(=O)NC2(C#N)CCCC2)o1
49: COc1cc(/C=C2/SC(=NCc3ccccc3)N(Cc3ccccc3)C2=O)ccc1O
50: CC(=O)OCCN(CCCn1c(-c2ccncc2)nc2ccccc21)c1nc(CN2CCCCC2)cs1
51: CSc1ccc(C#N)cc1NC(=O)c1cccnc1Cl

assay / compound,41,42,43,44,45,46,47,48,49,50,51
PDI inh,-2,2,0,-3,9,7,4,-5,-3,2,-6
CaV13 FRET inh,-6,-9,-3,-2,-4,-3,-5,-2,-6,-7,-6
Cardio protect,1,-4,0,-4,0,-3,0,1,-29,16,3
MC4R antagonist,-1,10,1,3,0,7,6,5,16,-5,22
Vif imaging,3,-2,14,-3,-7,-3,-3,2,-2,-4,-10
MC4R barr agon,-0.4,0.3,-2.1,-0.5,2.4,2.6,1.3,-1.1,-2.0,-0.5,-0.8
N-glyco inh,2,-1,?,0,-2,0,2,1,0,-4,0
m5-HT2A agonist,-2,1,-4,-2,-3,-10,-2,5,-6,8,-1
aDG glyco act,0.0,0.4,0.0,0.3,0.5,-0.1,-0.1,-0.1,-0.1,0.2,0.0
ABCB6 inh MLPCN,100,96,94,98,98,94,100,97,132,94,98
